# From PubChem BioAssay
# pAkt inh – Akt phosphorylation inhibition | Neuro2A IGF-stimulated pAkt S473 HTRF, 20 min; hits give low values | activity change, % for hits at 50 µM | 360,000 tested, 0.32% active | AID 651550; in the data active = activity change below about -80%; inconclusive = mostly about -51% to -80%; also: % is scaled to controls: 0 for no effect and ±100 for the full control effect
#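 Neuro2A cells in DMEM with 0.5% FBS, overnight at 37 deg C, given compound at single 50 µM final, then IGF (6 nM final) for 20 min at 37 deg C. Lysed; phospho-Akt Ser473 by HTRF after 24 h, 665/615 ratio.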
# HepG2 viability – counter-screen for TGF-b inhibitors: cytotoxicity in HepG2 cells; HepG2 CAGA-GFP viability, ATP luminescence, 18 h; AID 588856; 410,000 tested, 0.76% active; Potency, µM (series often up to 46.1 µM), for the others: at the highest dose activity change, negative = cytotoxicity, actives largely listed as cytotoxic; also: potency is read from the fitted curve at half-maximal effect; some results filed as inactive show a strong effect at the top dose
#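 CellTiter-Glo luminescence gave cytotoxicity after 18 hours at 37 degrees C. The cells were HepG2 CAGA-GFP in 1% FBS DMEM, stimulated with 500 pg/mL TGF-beta after compound addition. %Activity was normalised to no-cell wells (complete cell-killing) and DMSO (no toxicity), and curves were fitted and classified.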
# A549 tox – kills or reduces viability of A549 cells in Nrf2 counter-screen | A549 ARE-Fluc cells, CellTiter-Fluor viability, 18-24 h | Potency, µM (doses to about 46 µM), inactives show top-dose activity change, negative = cytotoxicity, actives largely listed as inhibitors | 390,000 tested, 0.16% active; also: potency is read from the fitted curve at half-maximal effect; % is scaled to controls: 0 for no effect and ±100 for the full control effect
#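 Cytotoxicity counterscreen: CellTiter-Fluor fluorescence was measured in A549 ARE_Fluc cells after 18-24 h of compound exposure in a concentration series. The subsequent BugLite luminescent read reports ARE-luciferase activity.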
# Nrf2 ARE act – activators of Nrf2 (ARE) signaling; AREc32 ARE-luciferase reporter (MCF7-derived line), luminescence, 24 h; Potency, µM (series often up to 46.1 µM), inactives show at the highest dose activation, hits mostly activators; 410,000 tested, 0.31% active; also: potency is read from the fitted curve at half-maximal effect; % of control where 0% means no effect; nearly all actives have a fitted effect of over 65% in size
#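 Luminescent ARE reporter assay in AREc32_Fluc cells: overnight plating at 37 deg C, 24 hr compound incubation, Steady-Glo added, 30 min RT before reading.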
# TGFb SMAD3 inh – TGF-b pathway inhibition; HepG2 CAGA-GFP TGF-b/SMAD3 reporter, GFP fluorescence, 18 h; TGF-beta stimulated, 500 pg/mL final; AID 588855; Potency, µM (highest dose often 46.1 µM), for inactives: top-dose activity, negative = inhibition, hits mostly inhibitors; 410,000 tested, 1.2% active; also: potency is read from the fitted curve at half-maximal effect; % is scaled to controls: 0 for no effect and ±100 for the full control effect; nearly all actives have a fitted effect of over 65% in size
#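 GFP signal (ex488/em500-530) from TGF-beta-stimulated HEPG2 CAGA-GFP cells, 500 pg/mL final, 18 h at 37 degrees C in DMEM plus 1% FBS, normalized to unstimulated and DMSO-stimulated controls.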
# CCT chaperon mod – modulators of cytosolic chaperonin (CCT/TRiC) activity; activity change, % (concentration not given with the values), hits read low; purified chaperonin ATPase assay, HTRF ADP detection, 30 min; 360,000 tested, 0.3% active; in the data active = activity change below about -30%; also: % is scaled to controls: 0 for no effect and ±100 for the full control effect
#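 First, chaperonin was dispensed at 40 nM or 20 nM final depending on batch activity. Next, compounds were pinned at 76 uM and ATP added at 10 uM. After 30 min at 37 °C, ADP detection reagents ran 30 min at ambient temperature.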
# Mm-Cpn inhibitor – blocks the Methanococcus maripaludis chaperonin Mm-Cpn. 330,000 tested, 0.031% active. purified Mm-Cpn ATPase, ADP Transcreener TR-FRET. Potency, µM (series often up to 76.9 µM), for the others: at the highest dose activity, negative = inhibition, most hits filed as inhibitors; also: potency is read from the fitted curve at half-maximal effect; % is scaled to controls: 0 for no effect and ±100 for the full control effect; nearly all actives have a fitted effect of over 80% in size
#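 ATPase turnover read by TR-FRET ADP competition (Eu cryptate antibody/ADP-d2, 665/590 nm): 10uM ATP final, 25nM Mm-CPN final, 30 min 37degC after 10-min compound preincubation, pH 7.4 Tris/KCl/MgCl2/DTT buffer.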
# ATXN viability – viability counter-screen for ATXN expression inhibitors | S2 cells (HEK-293 line with an ATXN2-luciferase reporter) viability, CellTiter-Fluor protease fluorescence, 24 h | Potency, µM (series often up to 56.7 µM), usual class: cytotoxic | 400,000 tested, 0.49% active; also: potency is read from the fitted curve at half-maximal effect; nearly all actives have a fitted effect of over 40% in size
# Nrf2 inh – Nrf2 pathway inhibition | A549 ARE-Fluc reporter, luciferase luminescence, 18-24 h | Potency, µM (series often up to 46 µM), inactives show at the top dose activity change, negative = inhibition, hits mostly inhibitors | 360,000 tested, 2.1% active | AID 504444; also: potency is read from the fitted curve at half-maximal effect; % is scaled to controls: 0 for no effect and ±100 for the full control effect; nearly all actives have a fitted effect of over 60% in size
#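 Two sequential reads on A549 ARE_Fluc cells exposed to compound for 18-24 h: a CellTiter-Fluor fluorescence read for viability, then a luciferase luminescence read for Nrf2/ARE activity.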
# The depositor's hits bear a star; i = inactive; ? = inconclusive; . = no result given; & = joins results of further samples; [ ] = another dose, or the depositor's remark. Unless noted, calls follow the shape of the dose curve; as a rule, active = well fitted curve in the direction sought with a large enough effect; inconclusive = small, poorly fitted or top-dose-only effect, or another doubt; inactive = no such curve, though single readings can be large; an effect the other way counts as inactive or inconclusive. Hits appear at their usual frequency, and some 4.4% of all compounds hit somewhere here.
SMILES,pAkt inh,HepG2 viability,A549 tox,Nrf2 ARE act,TGFb SMAD3 inh,CCT chaperon mod,Mm-Cpn inhibitor,ATXN viability,Nrf2 inh
CC(=O)N1c2ccc(S(=O)(=O)NCCC(=O)Nc3cccc(Cl)c3)cc2CC1C (stereo unspecified),i,-19%,3%,0.6%,-10%,-0.3,-1%,i,8%
COc1ccccc1NC(=S)NCc1ccccc1,i,2%,9%,0.3%[9.22 µM],0%,1.9,1%,i,5%
O=C1C2CCCN2C(=S)N1c1cc(Cl)ccc1Cl (stereo unspecified),i,2%,2%,-0.2%,2%,0.7,0%,i,2%
CC(C)Cn1c(=O)c2ccccc2n2c(CCC(=O)NCc3ccccc3Cl)nnc12,.,-24%,1%,0.6%,?,.,.,.,12%
COc1cccc(S(=O)(=O)NCc2ccc(C(=O)Nc3ccc(Cl)c(Cl)c3)cc2)c1,i,-36%,?,2.8%,?,-3.1,-8%,i,.
COc1ccc(CNC(=O)C2CCN(S(=O)(=O)c3ccc4c(c3)C(C)(C)C(=O)N4C)CC2)cc1,i,5%,-2%,-0.4%,-28%,-1.0,2%,i,?
Cc1ccc(NC(=O)c2oc3ccccc3c2NC(=O)c2ccccc2C)cc1,.,-7%,0%,0.3%,?,.,.,?,?
Clc1cncc(Cl)c1N/N=C/c1ccncc1,i,-23%,-18%,-0.6%,-21%,-2.2,1%,i,?
CN(C)/C=C/C(=O)/C=C/c1cn(-c2ncc(C(F)(F)F)cc2Cl)c2ccccc12,i,-47%,?,3.9%,?,-4.2,0%,?,.
COC(=O)c1ccccc1COc1cccn2c(N(C)CC3CC3)c(C)nc12,i,-12%,.,0.7%,-1%,-1.2,.,?,.
C=CC1CN(CC(=O)OC)S(=O)(=O)c2ccccc21 (stereo unspecified),i,-27%&9%,1%&-2%,-0.3%,?,-0.2,1%,i,3%&20%
CCCSc1nnc2[nH]c(=O)cc(C)n12,.,4%,1%,0.2%,0%,.,.,.,.
O=c1[nH]nc(Br)c(=O)n1C(c1ccccc1)c1ccccc1,i,-6%,2%,16%,-22%,1.6,.,i,-22%
Cc1cc(Br)ccc1NC(=O)c1sc2ncn(CC(=O)N3CCN(c4ccccn4)CC3)c(=O)c2c1C,i,-2%,-10%,0.0%,-8%,-2.6,-4%,i,18µM*
CC1CN(C(=O)C(C)N2C(=O)c3ccccc3C2=O)CC(C)O1 (stereo unspecified),i,-8%,?,-0.5%,-3%,-1.7,1%,?,-1%
C/C(=N\NC(=O)CSc1nc2ccccc2[nH]1)c1ccncc1,i,-4%,-2%,6.1%,0%,-2.0,0%,i,0%
Cc1cc(C)c2c(n1)SCC(=O)N2CC(=O)Nc1ccccc1Cl,i,1%,-1%,0.1%,1%,-1.4,0%,i,-9%
COCCNC(=O)Nc1ccc2nc(-c3ccco3)c(-c3ccco3)nc2c1,i,0%,?,16%,3%,1.2,-13%,.,-9%
O=C(COc1ccccc1[N+](=O)[O-])N(Cc1ccco1)c1ccccn1,.,-13%,3%,?,-9%,.,.,i,11%
O=c1[nH]c(CN2CCN(c3ncccn3)CC2)nc2c(Br)cc(Br)cc12,i,-14%,-1%,-0.4%,-23%,-0.8,-2%,i,-4%
CCO/C(C)=N/n1c2nc3ccccc3nc2c2c(=O)n(C3CCCC3)c(C)nc21,i,-15%,0%,0.3%,-5%,-1.1,-8%,?,?
CC(=O)/C=C/n1c(=S)oc2ccccc21,i,16µM*,?,?,6.3µM*,-0.7,-2%,.,?
CCn1cc(C(=S)N2CCC(C(N)=O)CC2)c2ccccc21,i,-7%,0%,-0.6%,-28%,0.4,-1%,i,0%
CCOC(=O)C1=NN(C(=O)Cc2ccccc2)C(O)(C(C)(C)C)C1 (stereo unspecified),i,-17%,-4%,0.3%,-3%,0.0,-2%,i,9%
O=S(=O)(c1cc(F)ccc1F)N1CCC2(CC1)OCCN2S(=O)(=O)c1cccs1,i,19%,1%,3.2%,6%,1.7,-1%,i,-19%
O=C(CN1CCN(S(=O)(=O)c2ccc(Cl)cc2)CC1)Nc1ccc(N2CCOCC2)cc1,i,2%,-2%,0.2%,4%,-2.3,-1%,i,-15%
CCOc1cc2c(C#N)c(N3CCOCC3)nc(N)c2c(N)n1,i,-41%,1%,0.2%,-5%,-2.8,-6%,i,-5%
CCCCCN(C(=O)CCC(=O)OC(C)C(=O)NCc1ccccc1)c1c(N)n(CCCC)c(=O)[nH]c1=O (stereo unspecified),i,-7%,-2%,0.1%,4%,-1.2,1%,i,1%
COc1ccc(OCc2nnc(NC(=O)Nc3ccc(F)cc3)s2)cc1,i,21%,11%,-1.0%,3%,0.2,-1%,i,0%
COc1cccc(NC(=O)CSc2nccn2C2CCCC2)c1,.,-20%,-1%,4.1%,0%,.,.,.,.
Cc1cc(O)c(C(=O)c2ccccc2C(=O)O)cc1C,i,-2%,5%,-0.3%,-2%,1.9,-22%,?,.
CCC(=O)C1CCCN(C(=O)CCc2nnc(C3(c4ccc(Cl)cc4)CCC3)o2)C1 (stereo unspecified),i,0%,-4%,5.8%,?,-0.8,0%,i,?
COc1cccc(C2(O)CCN(C(=O)C(C)C)CC2)c1,i,10%,-2%,-0.5%,2%,-0.1,0%,i,2%
CCSc1nnc2nc(C)cc(C)n12,i,-1%,-4%,-0.7%,1%,-2.3,-4%,i,-3%
Cc1ccc(O)c(-c2cc(-c3ccccc3[N+](=O)[O-])[nH]n2)c1,i,-38%,-7%,25%,?,-0.9,0%,.,8%
Cc1c(C(=O)N2CCN(c3ccc(F)cc3)CC2)sc2ncnc(N3CCN(c4ccccn4)CC3)c12,i,-20%,-16%,-0.5%,?,-2.2,-26%,i,?
COc1cc(OC)c(C2=NOC(C(=O)Nc3c(C)nn(CC(=O)N4CCCC4)c3C)C2)cc1Cl (stereo unspecified),i,-4%,-2%,0.3%,-3%,-1.0,1%,i,11%
Cc1cccc(N2CCN(CC(=O)N(C3CCCC3)C3CCS(=O)(=O)C3)CC2)c1C (stereo unspecified),i,-5%,-1%,-0.3%,-13%,-5.7,0%,?,-14%
Brc1cccc(OCCCNC2CCCC2)c1,i,-33%,0%,0.4%,-4%,0.2,0%,i,12%
Cc1ccc(C)c(S(=O)(=O)c2cn(Cc3ccccc3)c3cc(N4CCCC4)c(F)cc3c2=O)c1,.,-12%,-20%,-0.1%,?,.,.,.,?
CCC(=O)Nc1nnc(SCC(=O)NCC2CCCO2)s1 (stereo unspecified),i,-6%,11%,2.9%,-5%,0.0,.,i,8%
CCOc1ccc(/C=C/C(=O)Nc2cccc(C(C)=O)c2)cc1,i,4%,0%,4.4%,-2%,2.0,0%,i,?
COc1ccc(C2CC(c3ccccc3)=NN2C(=O)CCC(=O)O)cc1 (stereo unspecified),i,-3%,-1%,2.3%,-2%,-0.8,-1%,i,7%
CC1(C)Cc2cccc(OCC(=O)OCC(=O)Nc3ccc(S(N)(=O)=O)cc3)c2O1,i,0%,.,0.5%,-17%,2.4,.,i,.
CCC(=O)OCC(=O)Nc1ccc(OC)cc1[N+](=O)[O-],i,7%,4%,0.0%,15%,-0.6,3%,i,-5%
CC(C)CN1C(=O)C(=O)N(CC(=O)N(C)CC(=O)Nc2ccc(F)cc2)C1=O,i,6%,9%,-0.8%,-5%,1.1,0%,?,-9%
COc1ccc(Cn2ccc3nc(C)c(C(=O)Nc4ccc(OC)cc4OC)cc3c2=O)cc1,.,-1%,7%,1.9%,-17%,.,.,i,?
O=C(Cc1c2ccccc2nc2ccccc12)c1ccccc1,i,14%,2%,3.3%,1%,-0.6,-2%,i,2%
c1ccc(-c2ccccc2OCCOCCN2CCc3ccccc3C2)cc1,i,-36%,0%,-0.6%[9.22 µM],?,1.7,-2%,i,6%
CC1(c2ccccc2Br)NC(=O)N(CC(=O)N2CCc3ccccc3C2)C1=O (stereo unspecified),i,-5%,4%,-0.6%,-2%,0.4,1%,i,1%
Cc1cccc(Nc2nc(C)cc(C)c2C#N)c1,i,-4%,3%,5.2%,3%,-0.7,-2%,i,19%
O=C(CNC(=O)c1ccccc1Br)N/N=C/c1cccs1,i,-8%,-13%,0.6%,10%,2.3,1%,i,-7%
O=c1[nH]nc(CNc2ccc(Cl)cc2Cl)c2ccccc12,i,-46%,-6%,-0.4%,?,2.0,0%,?,?
CSCCC(NC(=O)c1ccco1)C(=O)NC1CCC(C)CC1 (stereo unspecified),i,-9%,-2%,0.4%,-1%,-2.1,1%,i,?
Cc1ccc2cc(C#N)c(N3CCN(C(=O)c4ccccc4)CC3)nc2c1,i,-8%,-4%,-0.8%,?,-1.0,3%,i,?
CC(C)(C)c1csc(N/N=C/c2cccnc2)n1,i,-9%,3%,6.1%,-15%,0.3,-7%,i,?

# Whole records, quoted from the list. Order of values: pAkt inh, HepG2 viability, A549 tox, Nrf2 ARE act, TGFb SMAD3 inh, CCT chaperon mod, Mm-Cpn inhibitor, ATXN viability, Nrf2 inh
# Profile of `O=c1[nH]nc(CNc2ccc(Cl)cc2Cl)c2ccccc12` → i, -46%, -6%, -0.4%, ?, 2.0, 0%, ?, ?
# Profile of `O=C(Cc1c2ccccc2nc2ccccc12)c1ccccc1` → i, 14%, 2%, 3.3%, 1%, -0.6, -2%, i, 2%
# Profile of `c1ccc(-c2ccccc2OCCOCCN2CCc3ccccc3C2)cc1` → i, -36%, 0%, -0.6%[9.22 µM], ?, 1.7, -2%, i, 6%
